SUMO1 PPI mod = SUMO1-SIM interaction modulation. actives 0.33% (n = 360,000). inhibition, % at 20 µM. P63165. SUMO1 binding to a labelled peptide, TR-FRET, 1 h; in the data active means inhibition above about 37%
Target sequence (P63165 whole entry, looked up): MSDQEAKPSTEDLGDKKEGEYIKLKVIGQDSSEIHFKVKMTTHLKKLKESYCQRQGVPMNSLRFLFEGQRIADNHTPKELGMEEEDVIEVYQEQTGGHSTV
MT1-MMP act inh = blocks activation of human MT1-MMP | P50281 | HT1080 RFP-PRO-GFP cells, GFP/RFP ratio fluorescence, overnight; percent of plate control window, DMSO zero | GFP/RFP ratio change, % at 20 µM | actives 0.061% (n = 360,000) | AID 651647;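 active means GFP/RFP ratio change of at least 30% with cell ATP level not reduced by more than half and red fluorescence within 50% of control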; further: strong numbers were not always called active
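Assay system: HT1080 cells carrying an RFP-PRO-GFP reporter | Dosing: Single dose of 20 µM compound, 1% DMSO final | Incubation: Cells overnight before dosing, compound overnight, 37 °C, 5% CO2 | Evaluation: GFP/RFP fluorescence ratio | Control set: DMSO and RFP-L50D-GFP cell wells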
LMPTP block = LMPTP (human) inhibition | AID 651560 | P24666 | inhibition, % at 20 µM | recombinant LMPTP-A, OMFP fluorogenic substrate, fluorescence intensity | actives 0.22% (n = 360,000);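 active means compounds that cut the enzyme signal by at least half of the control window in the single-dose screen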;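 further: plate controls were DMSO wells with enzyme plus substrate for no effect and substrate without enzyme for full effect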
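Test system – LMPTP-A phosphatase enzyme · Quantity – 0.625 nM LMPTP-A final · Reagent – OMFP substrate, 400 µM final · Dosing – one test concentration per compound, 20 µM, with 3% DMSO overall · Timing – 50 min enzyme reaction at room temperature, protected from light · Detection – fluorescence intensity · Controls – substrate-only low control, DMSO enzyme-plus-substrate high control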
NadD inh = inhibitors of Staphylococcus aureus NadD. purified NadD enzyme, colorimetric absorbance read-out. inhibition, % at 20 µM. actives 0.78% (n = 360,000). AID 602399; in the data active means inhibition above about 26%; further: some compounds past the cut are filed as inactive
DNMT1 block = blocks human DNA methyltransferase DNMT1; P26358; actives 0.83% (n = 360,000); DNMT1 molecular beacon, Hinp1I cleavage, fluorescence; inhibition (reported as % activation of signal), % at 10 µM; in the data active means inhibition above about 50%
CendR NRP1 mod = alters CendR peptide binding to human NRP-1; FAM-RPARPAR peptide binding to NRP-1, fluorescence polarization; inhibition, % at 25 µM; actives 0.85% (n = 360,000);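 active means inhibition or corrected inhibition above about 18%, plus a signal ratio from 0.5 to 1.5, limit read from the data, passing the limit was not always enough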; further: strong numbers were not always called active
SKN-1 block = blocks SKN-1 activity in C. elegans; C. elegans VP596 Pgst-4::GFP/RFP ratio, acrylamide-induced, 24 h; inhibition, % at 21.8 µM; actives 0.49% (n = 360,000);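 active means interference check ratio from 0.5 to 1.5 plus GFP to RFP signal ratio inhibition reaching or exceeding a fixed threshold, cut at about 30% in these data, passing the limit was not always enough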; further: some compounds called inactive have numbers as strong as hits
Rpn11 inh = Rpn11 (human) deubiquitinase inhibition; O00487; human 26S proteasome, Ub4-pepOG fluorescence polarization; 20S core pre-blocked with epoxomicin; AID 588493; calls only at 20 µM; actives 0.59% (n = 360,000);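 active means inhibition at 20 µM, scaled to each plate's controls, above about 33%, limit read from the data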
Target sequence (O00487 whole entry, looked up): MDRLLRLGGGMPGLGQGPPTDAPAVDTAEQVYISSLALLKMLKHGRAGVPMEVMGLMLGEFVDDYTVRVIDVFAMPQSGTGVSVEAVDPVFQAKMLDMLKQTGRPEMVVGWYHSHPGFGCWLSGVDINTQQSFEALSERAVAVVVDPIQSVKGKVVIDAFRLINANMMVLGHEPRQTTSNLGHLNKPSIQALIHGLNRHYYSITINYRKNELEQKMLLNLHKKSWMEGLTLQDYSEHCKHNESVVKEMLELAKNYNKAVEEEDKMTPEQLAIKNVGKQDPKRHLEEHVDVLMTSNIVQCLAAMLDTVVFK
STEP block = blocks human striatal-enriched tyrosine phosphatase | recombinant STEP, OMFP fluorogenic substrate, fluorescence | inhibition, % at 20 µM | actives 0.25% (n = 360,000) | AID 588621 | P54829;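 active means inhibition at 20 µM, scaled per plate between control wells, above about 37%, limit read from the data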;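 further: 0% = DMSO with enzyme and substrate and 100% = substrate only without enzyme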
Target sequence (P54829 whole entry, looked up): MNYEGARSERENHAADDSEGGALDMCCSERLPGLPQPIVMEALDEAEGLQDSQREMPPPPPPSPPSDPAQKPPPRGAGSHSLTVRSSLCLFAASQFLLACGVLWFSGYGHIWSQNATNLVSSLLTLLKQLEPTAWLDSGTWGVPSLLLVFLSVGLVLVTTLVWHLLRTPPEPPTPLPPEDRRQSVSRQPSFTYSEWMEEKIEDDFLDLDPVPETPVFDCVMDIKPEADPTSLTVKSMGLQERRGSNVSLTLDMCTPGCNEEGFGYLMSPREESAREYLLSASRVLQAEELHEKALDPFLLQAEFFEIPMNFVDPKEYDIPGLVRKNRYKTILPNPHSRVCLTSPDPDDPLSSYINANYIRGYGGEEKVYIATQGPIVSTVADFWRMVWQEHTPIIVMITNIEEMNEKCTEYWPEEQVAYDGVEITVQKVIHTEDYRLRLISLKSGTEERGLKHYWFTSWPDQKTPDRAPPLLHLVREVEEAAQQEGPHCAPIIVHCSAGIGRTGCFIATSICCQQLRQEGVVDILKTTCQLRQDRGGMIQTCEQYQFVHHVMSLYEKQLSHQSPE
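System: isolated STEP enzyme; schedule: 20 min enzyme reaction at room temperature, protected from light; medium: Bis-Tris buffer pH 6.0, 2.5 mM DTT, 0.005% Tween 20; signal: fluorescence, 480/540 nm; dosing: single compound dose of 20 µM, 1% DMSO final; also added: OMFP substrate, 25 µM final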
Scp1 inh = inhibitors of human Scp-1 phosphatase; Q9GZU7; Recombinant Scp1, phosphopeptide, malachite green phosphate absorbance; inhibition, % at 20 µM; actives 0.88% (n = 340,000); AID 493091;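 active means inhibition above about 50% at 20 µM, limit read from the data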;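 further: plate controls were DMSO wells with enzyme for no effect and wells lacking enzyme for full effect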
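Times: enzyme reaction 45 min at room temperature, colour 5 min, stabilisation 30 min. Material: SCP-1 catalytic fragment, aa 76-261. Medium: Acidic Tris acetate buffer with magnesium and detergent. Signal: colorimetric free-phosphate detection, absorbance 630 nm. Read-out basis: % inhibition of SCP-1 phosphate liberation. Reagent: Phosphorylated 17-residue peptide substrate.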
An asterisk follows results filed as active; i = inactive.

SMILES	SUMO1 PPI mod	MT1-MMP act inh	LMPTP block	NadD inh	DNMT1 block	CendR NRP1 mod	SKN-1 block	Rpn11 inh	STEP block	Scp1 inh
COc1ccc(/C(O)=C2/C(=O)C(=O)N(c3nc(C)c(C)s3)C2c2ccco2)cc1 (stereo not drawn)	-5	2	2.2	14	1	-6	-10	i	-3	0
O=C1C2CC=CCC2C(=O)N1c1ccc(Cc2ccncc2)cc1 (stereo not drawn)	-1	-1	0.8	3	1	7	5	i	-1	-2
O=c1ccnc(S/C=C/c2ccccc2)[nH]1	-6	10	-0.6	-1	2	-14	2	i	-1	-1
O=C(Nc1cccc(F)c1)N1C2CCC1CC(O)(c1cccnc1)C2 (stereo not drawn)	0	0	-2.0	-8	1	7	-6	i	-4	-11
Cn1nc(C(C)(C)C)cc1NC(=O)Nc1ccc(F)cc1F	-3	-1	-0.1	3	0	10	-4	i	-2	-7
O=C(COC(=O)COc1ccc(Cl)cc1)Nc1ccc2c(c1)OCCO2	1	5	0.7	-8	-2	-2	8	i	1	-10
CCOc1ccc(C(NC(C)=O)c2ccc(OC)c(OC)c2)cc1 (stereo not drawn)	1	1	-0.5	1	3	5	0	i	2	-3
COc1cc(C)c(Br)cc1S(=O)(=O)NCc1cccs1	0	2	-1.7	-1	-1	0	15	i	0	-7
O=C(Cc1ccc(F)cc1)Nc1ccccc1Sc1ccccc1	-3	-3	0.4	-2	12	7	0	i	2	-14
CCOc1ccccc1N(CC(=O)NCc1ccc(OC)cc1)S(C)(=O)=O	-8	-3	-2.1	2	7	-3	-4	i	2	0
O=C(CN1CCN(CC(=O)Nc2ccc3c(c2)OCO3)CC1)Nc1ccc(F)cc1	4	2	0.6	-6	7	9	-7	i	-1	-13
CC(C)C[C@@H](CNC(=O)OC(C)(C)C)NC(=O)c1nc[nH]c1C(=O)N[C@@H](CC(C)C)C(=O)CNC[C@H](CC(C)C)NC(=O)c1nc[nH]c1C(=O)N[C@@H](Cc1c[nH]c2ccccc12)C(=O)OC(C)(C)C	4	0	-2.3	30*	-19	23*	21	i	-3	-2
O=c1oc2ccccc2cc1-c1nc2c(s1)CCc1ccccc1-2	-5	-14	1.6	13	-28	-12	10	i	0	-16
Cc1onc(-c2c(F)cccc2Cl)c1C(=O)N(C)C1CCCCC1	-1	1	0.2	0	4	10	-1	i	-1	1
CC(NC(=O)c1ccccc1NC(=O)c1ccncc1)c1ccccc1 (stereo not drawn)	-1	6	1.3	4	8	8	5	i	1	-7
CCn1nc(NS(=O)(=O)c2ccc(F)cc2)c2cc3cccc(C)c3nc21	-1	2	2.2	7	-3	-4	1	i	8	-4
O=C1c2ccccc2C(=O)c2c1cccc2N(CCO)CCO	-36	-1	1.7	-3	-3	16	10	i	-2	-10
CCC1=Nc2cc(C(=O)O)ccc2Sc2ccccc21	4	8	0.7	4	-6	-18	-3	i	1	0
CC(=O)N/C(=C\c1ccc(F)cc1)C(=O)N(C)C	-1	0	-2.4	1	9	1	-6	i	3	-4
C=CCN(CC=C)S(=O)(=O)c1ccc(NC(=S)NC(=O)c2ccc(-c3ccccc3)cc2)cc1	-1	2	0.5	-2	0	-2	-2	i	-2	-19
COc1ccc(S(=O)(=O)N2CCOCC2)cc1NC(=O)c1cc2ccccc2o1	-7	-5	0.7	4	-8	-15	-3	i	-2	-7
Cc1cc(CNC(=O)COc2ccc(F)cc2F)c2ccccc2n1	4	-4	0.3	-3	0	-3	1	i	2	-3
Cc1c(C(=O)O)sc2nc3n(c(=O)c12)CCC(C)CC3 (stereo not drawn)	5	4	-0.9	-1	-1	-5	9	i	4	-3
COc1cc(OC)cc(-c2c(C#Cc3ccsc3)c3cc(-c4ccccc4OC)ccc3n2C)c1	-8	0	2.8	15	7	-3	-4	i	-1	-3

14 entries out of the list, ordered by count of non-hydrogen atoms, rising.
SMILES	SUMO1 PPI mod	MT1-MMP act inh	LMPTP block	NadD inh	DNMT1 block	CendR NRP1 mod	SKN-1 block	Rpn11 inh	STEP block	Scp1 inh
O=c1ccnc(S/C=C/c2ccccc2)[nH]1	-6	10	-0.6	-1	2	-14	2	i	-1	-1
CC(=O)N/C(=C\c1ccc(F)cc1)C(=O)N(C)C	-1	0	-2.4	1	9	1	-6	i	3	-4
COc1cc(C)c(Br)cc1S(=O)(=O)NCc1cccs1	0	2	-1.7	-1	-1	0	15	i	0	-7
Cn1nc(C(C)(C)C)cc1NC(=O)Nc1ccc(F)cc1F	-3	-1	-0.1	3	0	10	-4	i	-2	-7
O=C1c2ccccc2C(=O)c2c1cccc2N(CCO)CCO	-36	-1	1.7	-3	-3	16	10	i	-2	-10
O=C1C2CC=CCC2C(=O)N1c1ccc(Cc2ccncc2)cc1 (stereo not drawn)	-1	-1	0.8	3	1	7	5	i	-1	-2
Cc1cc(CNC(=O)COc2ccc(F)cc2F)c2ccccc2n1	4	-4	0.3	-3	0	-3	1	i	2	-3
O=C(COC(=O)COc1ccc(Cl)cc1)Nc1ccc2c(c1)OCCO2	1	5	0.7	-8	-2	-2	8	i	1	-10
CCOc1ccccc1N(CC(=O)NCc1ccc(OC)cc1)S(C)(=O)=O	-8	-3	-2.1	2	7	-3	-4	i	2	0
COc1ccc(/C(O)=C2/C(=O)C(=O)N(c3nc(C)c(C)s3)C2c2ccco2)cc1 (stereo not drawn)	-5	2	2.2	14	1	-6	-10	i	-3	0
O=C(CN1CCN(CC(=O)Nc2ccc3c(c2)OCO3)CC1)Nc1ccc(F)cc1	4	2	0.6	-6	7	9	-7	i	-1	-13
C=CCN(CC=C)S(=O)(=O)c1ccc(NC(=S)NC(=O)c2ccc(-c3ccccc3)cc2)cc1	-1	2	0.5	-2	0	-2	-2	i	-2	-19
COc1cc(OC)cc(-c2c(C#Cc3ccsc3)c3cc(-c4ccccc4OC)ccc3n2C)c1	-8	0	2.8	15	7	-3	-4	i	-1	-3
CC(C)C[C@@H](CNC(=O)OC(C)(C)C)NC(=O)c1nc[nH]c1C(=O)N[C@@H](CC(C)C)C(=O)CNC[C@H](CC(C)C)NC(=O)c1nc[nH]c1C(=O)N[C@@H](Cc1c[nH]c2ccccc12)C(=O)OC(C)(C)C	4	0	-2.3	30*	-19	23*	21	i	-3	-2

Next part
SMILES	SUMO1 PPI mod	MT1-MMP act inh	LMPTP block	NadD inh	DNMT1 block	CendR NRP1 mod	SKN-1 block	Rpn11 inh	STEP block	Scp1 inh
O=C(NC(c1ccccc1)c1ccccc1)c1ccccc1	3	-5	0.6	-1	-3	15	2	i	0	2
COc1ccc(C(C)C)cc1S(=O)(=O)n1ccnc1C	0	-1	-2.0	-2	8	-3	9	i	-4	-5
COc1cc(/C=C/C(=O)NCCN2CCOCC2)cc(OC)c1OC	-5	3	-1.7	-3	23	-3	2	i	-3	0
CCCCn1c(N)c(N(CC)C(=O)C2COc3ccccc3O2)c(=O)[nH]c1=O (stereo not drawn)	5	-5	1.0	1	7	3	3	i	-1	17
CC(=O)c1ccc(OCc2cc(C(=O)NCCn3nc(C)cc3C)no2)cc1	1	-6	-0.4	2	0	-7	12	i	0	-2
Cc1cc(NC(=S)N(CCN2CCCCC2)Cc2ccco2)ccc1Cl	-3	2	-1.1	-5	-1	4	6	i	0	-10
CC(C)(C)n1nc2c(c1NC(=O)Cc1ccc(F)cc1)CS(=O)(=O)C2	-2	-4	-1.8	-4	1	5	-3	i	-2	-5
O=C(NCc1ccco1)c1cccc(NC(=O)c2ccco2)c1	12	-5	-1.3	-7	2	-27	16	i	6	12
COC(=O)c1cc(NC(=O)COC(=O)CCc2c[nH]c3ccccc23)cc(C(=O)OC)c1	1	2	3.7	2	-2	8	0	i	9	-1
CSc1ccc(S(=O)(=O)N2CCC(C(=O)NCCCn3ccnc3)CC2)cc1	-9	-6	-6.1	-13	-2	5	1	i	-1	-4
COc1ccc(-c2nn(-c3ccccc3)cc2/C=C/C(=O)O)cc1[N+](=O)[O-]	-24	2	-0.2	-5	-3	4	3	i	2	-8
CCCC(c1nnnn1Cc1ccco1)N1CCC(C(N)=O)CC1 (stereo not drawn)	-3	4	-2.1	3	15	1	-3	i	0	-5
O=C(OCc1ccccc1)c1ccc(NCc2cc(O)ccc2O)cc1	8	-30	3.6	2	-40	7	2	i	-4	-8
Cc1cccc(/C=c2\s/c(=C\C(=O)C(C)(C)C)[nH]c2=O)c1	0	-5	3.6	5	-4	-2	6	i	7	-11
Cc1ccc2cccc(OCC(=O)N(C)CC(=O)Nc3ccc(F)cc3)c2n1	0	1	-0.3	-1	10	-4	0	i	0	1
Cc1cccc(C)c1NC(=O)NNC(=O)c1cc(C(C)(C)C)nn1Cc1ccccc1	-1	3	0.4	-6	1	-1	-12	i	1	0
CCOC(=O)N1CCN(C(=O)c2ccc3c(c2)NC(=O)/C(=C/c2ccccc2)S3)CC1	-25	-10	0.3	2	0	-15	6	i	1	-4
COc1ccccc1C=NNc1ccc([N+](=O)[O-])cn1	-1	-5	-1.4	-4	2	24*	1	i	2	-12
CC1=C(C(=O)Nc2ccccc2)C(c2ccccn2)n2nc(CCCO)nc2N1 (stereo not drawn)	1	7	-1.4	0	-2	-13	-16	i	-4	-10
COc1ccccc1NS(=O)(=O)c1ccc(N/N=C/c2c(C)nn(-c3ccccc3)c2N2CCCC2)c([N+](=O)[O-])c1	-11	13	6.5	38*	-5	-2	8	i	4	11
Cn1c(CNC(=O)C(Cc2ccccc2)NC(=O)c2ccccc2F)cc(=O)n(C)c1=O (stereo not drawn)	4	1	-0.9	-1	2	10	-2	i	0	-3
Clc1ccccc1/C=N/Nc1cc(N2CCOCC2)ncn1	-6	0	1.6	6	4	1	-3	i	-1	-12
O=C(Nc1ccc2oc(-c3ccncc3)nc2c1)c1cccs1	5	8	-1.5	8	0	9	0	i	-6	19
O=C(CCCN1Cc2ccccc2C1)c1ccc(F)cc1	-4	0	0.2	-7	-2	-5	11	i	8	-3
CN(C(=O)COc1ccc(Oc2ccccc2)cc1)C1CCS(=O)(=O)C1 (stereo not drawn)	2	2	1.4	-2	1	2	0	i	1	-2
CCCN1C(=O)/C(=N\OCC(=O)Nc2ccc(C(C)C)cc2)c2ccccc21	-17	0	1.6	-3	-9	1	3	i	1	-8
Cc1ccc(CNC(=O)CCCN2C(=S)NC(C)(C)CC2C)cc1 (stereo not drawn)	-3	2	-0.7	6	0	3	-3	i	-1	-1

Screens: PubChem, Sanford-Burnham Center for Chemical Genomics
